NFkB transloc pot = enhances IL-1B driven NFkB nuclear translocation; HUVEC IL-1B NFkB p65 nuclear translocation imaging; activation, % at 2 µM; 94,000 compounds, 0.3% hits;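 active = activation above 40%, about the mean plus 3 SD, also judged a hit on visual image review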;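 also: percent activation is computed from the nuclear over cytoplasmic p65 intensity ratio; values of inactives mirror those of a sister screen read the other way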
IL1B NFkB inh = blocks IL-1B driven NFkB nuclear translocation in HUVEC cells. HUVEC IL-1B NFkB p65 nuclear translocation imaging. inhibition, % at 2 µM. 94,000 compounds, 0.43% hits. AID 796;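 active = inhibition above about 30% together with a positive call from visual inspection of the well image, limit read from the data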;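 also: nuclear over cytoplasmic p65 intensity ratio measured by imaging; 0% = IL-1B stimulated DMSO wells and 100% = unstimulated DMSO wells; values of inactives mirror those of a sister screen read the other way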
Bcl-B TR3 displacers = displacers of TR3 peptide from Bcl-B, primary screen, selectivity assay for Bfl-1 inhibitor project, biochemical, fluorescence polarization. displacement, % at 20 µM; hits with a dose series show IC50 in µM. 96,000 compounds, 0.11% hits. FP displacement of FITC-TR3 peptide from Bcl-B; higher % means a stronger effect;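 active = displacement above 50% at 20 µM plus a fluorescence interference ratio under 1.5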;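 also: plate controls were wells without compound for no effect and wells lacking Bcl-B protein for full effect; a part of the inactive calls stands beside numbers as strong as those of hits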
MRP resist rev = reverses drug resistance mediated by MRP | 85,000 compounds, 0.04% hits | H69AR cells + 2 uM doxorubicin, CellTiter-Glo, 72 h | differential viability (reversal), % at 10 µM;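 active = viability drop by adding the cancer drug above about 55%, with treated viability meeting a 40% cutoff, limit read from the data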;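 also: viability without doxorubicin minus viability with 2 µM doxorubicin for each compound; larger differential means the compound sensitizes cells more to doxorubicin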
PLAP inhibition = PLAP enzyme inhibitors, biochemical, luminescence, HTS (AID 690); purified PLAP, luminescent substrate; higher % means a stronger effect; one-dose inhibition, % at 20 µM; IC50 in µM for titrated hits; 96,000 compounds, 0.08% hits; in the data active = a potency from the dose series; inactive = the rest, 99 in 100 with inhibition below about 30%; also: strong numbers were not always called active
MRP resist rev cytotoxicity = further read-out of MRP resist rev, marked with its call; viability, %; H69AR cells, CellTiter-Glo, 72 h; measured here: cytotoxicity without doxorubicin
MRP resist rev with doxorubicin = recorded beside MRP resist rev, whose call it bears; viability, %; measured here: viability with 2 uM doxorubicin; active compounds read low
IL1B NFkB inh cell count 2 µM = also measured in IL1B NFkB inh; calls as there; cell count; measured here: cells passing quality filter;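 raw number of nuclei counted in each imaged well without normalization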
NFkB transloc pot cell count 2 µM = further read-out of NFkB transloc pot, marked with its call; cell count; measured here: cells passing quality filter
* hit, by the source's call; . = no result given. This is a subset; rates above refer to the full screens.

[1] CCOC(=O)c1ccc(NC(=O)c2cn(-c3ccccc3)nc2-c2ccncc2)cc1
[2] COC(=O)c1ccccc1NC(=O)N1CSC[C@H]1C(=O)OC
[3] Cc1nc2sc(C(c3cccs3)N3CCC4(CC3)OCCO4)c(O)n2n1 (configuration not stated)
[4] CCOc1ccccc1NC(=O)CCS(=O)(=O)c1cccc2nonc12
[5] CN=C1S/C(=C\c2cc(C)n(-c3ccccc3F)c2C)C(=O)N1C
assay / compound	1	2	3	4	5
NFkB transloc pot	-7	2	4	.	5
NFkB transloc pot cell count 2 µM	113	163	100	.	143
IL1B NFkB inh	7	-2	-4	.	-6
IL1B NFkB inh cell count 2 µM	113	163	100	.	143
Bcl-B TR3 displacers	1%	-2%	.	-8%	1%
MRP resist rev	.	7	13	-1	.
MRP resist rev cytotoxicity	.	74	95	85	.
MRP resist rev with doxorubicin	.	67	82	87	.
PLAP inhibition	14%	-26%	.	-2%	-44%

[6] CN(c1nc2c(c(=O)n(C)c(=O)n2C)n1CC(=O)c1ccccc1)C1CCCCC1
[7] COC(=O)Cn1cc(C#N)c2ccccc21
[8] Cc1ccc(-c2c(C)sc(=NC(=O)c3ccco3)n2C)cc1
[9] Cc1ccc2nc(NC(=S)NC(=O)c3cccs3)sc2c1
[10] CN(C(=O)c1ccccn1)c1nnc(-c2cccnc2)s1
assay / compound	6	7	8	9	10
NFkB transloc pot	16	2	4	4	11
NFkB transloc pot cell count 2 µM	127	178	158	134	160
IL1B NFkB inh	-16	-2	-4	-4	-11
IL1B NFkB inh cell count 2 µM	127	178	158	134	160
Bcl-B TR3 displacers	-3%	.	0%	-12%	.
MRP resist rev	31	9	.	.	-1
MRP resist rev cytotoxicity	45	91	.	.	100
MRP resist rev with doxorubicin	14	82	.	.	100
PLAP inhibition	-58%	.	-16%	-23%	.

Some of the entries so far, with values under each structure:
Each structure is followed by: NFkB transloc pot, NFkB transloc pot cell count 2 µM, IL1B NFkB inh, IL1B NFkB inh cell count 2 µM, Bcl-B TR3 displacers, MRP resist rev, MRP resist rev cytotoxicity, MRP resist rev with doxorubicin, PLAP inhibition
[6] CN(c1nc2c(c(=O)n(C)c(=O)n2C)n1CC(=O)c1ccccc1)C1CCCCC1
 : 16, 127, -16, 127, -3%, 31, 45, 14, -58%
[7] COC(=O)Cn1cc(C#N)c2ccccc21
 : 2, 178, -2, 178, ., 9, 91, 82, .
[8] Cc1ccc(-c2c(C)sc(=NC(=O)c3ccco3)n2C)cc1
 : 4, 158, -4, 158, 0%, ., ., ., -16%
[9] Cc1ccc2nc(NC(=S)NC(=O)c3cccs3)sc2c1
 : 4, 134, -4, 134, -12%, ., ., ., -23%
[10] CN(C(=O)c1ccccn1)c1nnc(-c2cccnc2)s1
 : 11, 160, -11, 160, ., -1, 100, 100, .

(more compounds)
[11] CCCCN1C(=O)C2C(c3ccc(OC)cc3O)NC(CC(C)C)(C(=O)O)C2C1=O (configuration not stated)
[12] O=[N+]([O-])c1cccc(/C(=N/N=C/c2ccccc2Br)C23CN4CN(CN(C4)C2)C3)c1
[13] O=P1(c2ccccc2)C=Cn2c1cc1c2CCCC1 (configuration not stated)
[14] CCCCCCN1N=C(C)C(C(=O)c2ccc(Cl)cc2)C1=O (configuration not stated)
[15] CN(C)c1nc(C(=O)Nc2ccccc2)nc(N(C)C)n1
assay / compound	11	12	13	14	15
NFkB transloc pot	-8	-4	-14	.	25
NFkB transloc pot cell count 2 µM	147	177	210	.	177
IL1B NFkB inh	8	4	14	.	-25
IL1B NFkB inh cell count 2 µM	147	177	210	.	177
Bcl-B TR3 displacers	-3%	-4%	6%	-5%	-5%
MRP resist rev	12	.	9	.	.
MRP resist rev cytotoxicity	97	.	95	.	.
MRP resist rev with doxorubicin	85	.	86	.	.
PLAP inhibition	-30%	-22%	.	-5%	26%

[16] Cc1cc(NC(=O)Cn2nnc3sc4c(c3c2=O)CCC(C(C)(C)C)C4)no1 (configuration not stated)
[17] CCCCCCC(C)n1cc(C(C)=O)c(=O)[nH]c1=O (configuration not stated)
[18] CCOc1ccc(C2NC(=O)c3ccccc3O2)cc1 (configuration not stated)
[19] Cc1cc(NC(=O)CSc2nc3cc(Cl)ccc3s2)no1
[20] O=C(Nn1c(C2CCC2)nc2ccccc2c1=O)C1CCC1
assay / compound	16	17	18	19	20
NFkB transloc pot	-8	6	6	-8	.
NFkB transloc pot cell count 2 µM	135	131	136	182	.
IL1B NFkB inh	8	-6	-6	8	.
IL1B NFkB inh cell count 2 µM	135	131	136	182	.
Bcl-B TR3 displacers	-46%	2%	-8%	-8%	-1%
MRP resist rev	.	.	-5	.	7
MRP resist rev cytotoxicity	.	.	94	.	105
MRP resist rev with doxorubicin	.	.	99	.	97
PLAP inhibition	-25%	-6%	13%	45%	-4%

[21] O=c1cc2c(n[nH]1)CCCC2
[22] O=C(CCc1ccccc1)Nc1ccccc1C(=O)NCc1ccco1
[23] COc1ccc(C2=C(N)c3ccccc3C2=O)cc1
[24] CC(=O)NC1=NN(C(C)=O)C(C)(CS(=O)(=O)c2ccc(Cl)cc2)S1 (configuration not stated)
[25] CSc1nnc(-c2cnccn2)n1Cc1ccccc1
assay / compound	21	22	23	24	25
NFkB transloc pot	-3	-2	2	5	6
NFkB transloc pot cell count 2 µM	177	82	48	80	67
IL1B NFkB inh	3	2	0	-5	-6
IL1B NFkB inh cell count 2 µM	177	82	48	80	67
Bcl-B TR3 displacers	7%	.	-2%	.	-4%
MRP resist rev	12	20	20	-6	7
MRP resist rev cytotoxicity	103	90	98	99	93
MRP resist rev with doxorubicin	92	70	78	105	86
PLAP inhibition	-7%	.	-7%	.	-5%

[26] COc1ccc2c(c1)C1(Nc3ccccc3-c3nc4ccccc4n31)C(=O)N2C (configuration not stated)
[27] CCCCOc1ccc(N(CC(=O)NCC2CCCO2)C(=O)CCC(=O)Nc2cc(C)ccn2)cc1 (configuration not stated)
[28] CCc1ccc(-n2c(O)c(C=NCCN(CC)CC)c(=O)[nH]c2=O)cc1
[29] CCCC(=O)Nn1cnc2c(c1=O)C1(CCCC1)Cc1ccccc1-2
[30] COc1ccc(NC(=O)CSc2nnc(-c3ccco3)n2C)cc1
assay / compound	26	27	28	29	30
NFkB transloc pot	-7	0	6	-2	.
NFkB transloc pot cell count 2 µM	115	81	158	122	.
IL1B NFkB inh	7	0	-6	2	.
IL1B NFkB inh cell count 2 µM	115	81	158	122	.
Bcl-B TR3 displacers	.	.	-7%	-5%	2%
MRP resist rev	-54	9	.	0	8
MRP resist rev cytotoxicity	37	102	.	93	95
MRP resist rev with doxorubicin	90	94	.	93	87
PLAP inhibition	.	.	-10%	0%	10%

[31] CCCOC(=O)CSc1nc(N)c(C#N)c(-c2ccco2)c1C#N
[32] Cc1ccnc(N2CCCC(C(=O)Nc3cc(F)ccc3C)C2)n1 (configuration not stated)
[33] O=C(CCC(=O)N1CCCC1)Nc1nnc(C2CCCCC2)s1
[34] CCN(CC(=O)NC(C)C)C(=O)c1ccc(S(=O)(=O)N(C)c2ccccc2OC)cc1
[35] Cn1ncc([N+](=O)[O-])c1C(=O)N1CCOCC1
assay / compound	31	32	33	34	35
NFkB transloc pot	13	15	14	-2	.
NFkB transloc pot cell count 2 µM	134	113	138	196	.
IL1B NFkB inh	-13	-15	-14	2	.
IL1B NFkB inh cell count 2 µM	134	113	138	196	.
Bcl-B TR3 displacers	.	2%	-4%	-3%	-4%
MRP resist rev	3	4	5	11	.
MRP resist rev cytotoxicity	91	92	102	93	.
MRP resist rev with doxorubicin	88	88	97	83	.
PLAP inhibition	.	14%	-15%	-34%	11%

[36] CN(Cc1nc(-c2ccccn2)no1)S(=O)(=O)c1ccccc1
[37] O=C(Nc1ccc(Cl)cc1)c1cnc(-c2ccccc2)nc1-c1ccccc1
[38] O=C(Nc1ccccc1C(=O)N1CCCC1)C1CCN(c2ncccn2)CC1
[39] O=C(c1ccccc1)c1nn(-c2ccccc2)c2nnc(Cc3ccccc3)c(=O)n12
[40] COc1ccc(OC)c(C2C(C(=O)c3ccc(C)o3)=C(O)C(=O)N2CCCN2CCOCC2)c1 (configuration not stated)
assay / compound	36	37	38	39	40
NFkB transloc pot	10	30	.	18	-9
NFkB transloc pot cell count 2 µM	136	207	.	130	175
IL1B NFkB inh	-10	-30	.	-18	9
IL1B NFkB inh cell count 2 µM	136	207	.	130	175
Bcl-B TR3 displacers	3%	-5%	5%	.	.
MRP resist rev	.	.	3	-31	-4
MRP resist rev cytotoxicity	.	.	82	32	95
MRP resist rev with doxorubicin	.	.	78	62	99
PLAP inhibition	8%	8%	11%	.	.

[41] CCn1c(SCC(=O)c2cc(OC)ccc2OC)nnc1C1CC1
[42] O=C(/C=C/c1ccccc1)c1ccc2c(c1)OCCCCO2
[43] Cc1csc(NC(=O)c2c(O)c3cccc4c3n(c2=O)CCC4)n1
[44] Cc1cc(NC(=O)CSc2nnc(C3CC3)n2N)no1
[45] c1ccc2cc(-c3csnn3)ccc2c1
assay / compound	41	42	43	44	45
NFkB transloc pot	-1	-4	.	16	3
NFkB transloc pot cell count 2 µM	130	120	.	120	198
IL1B NFkB inh	1	4	.	-16	-3
IL1B NFkB inh cell count 2 µM	130	120	.	120	198
Bcl-B TR3 displacers	8%	0%	-3%	-13%	-8%
MRP resist rev	14	.	-22	1	.
MRP resist rev cytotoxicity	95	.	36	106	.
MRP resist rev with doxorubicin	82	.	58	105	.
PLAP inhibition	21%	10%	-47%	1%	-3%

[46] CCOc1cnc(-c2ccc(Cl)cc2)o1
[47] Cc1ccccc1CSc1ncc(C#N)c(N)n1
[48] COC(=O)CSc1nc(N)c(C#N)c(-c2ccco2)c1C#N
[49] COCCN1C(=O)c2oc3cc(C)c(C)cc3c(=O)c2C1c1ccc(O)cc1 (configuration not stated)
[50] COC(=O)c1ccc(NCC(=O)c2ccccc2)cc1
assay / compound	46	47	48	49	50
NFkB transloc pot	0	0	0	3	.
NFkB transloc pot cell count 2 µM	157	82	196	112	.
IL1B NFkB inh	0	0	0	-3	.
IL1B NFkB inh cell count 2 µM	157	82	196	112	.
Bcl-B TR3 displacers	4%	-60%	-17%	.	0%
MRP resist rev	.	9	.	-12	7
MRP resist rev cytotoxicity	.	85	.	59	91
MRP resist rev with doxorubicin	.	77	.	70	84
PLAP inhibition	-12%	3%	0%	.	21%

[51] CS(=O)(=O)N1CCc2cc(-c3csc(NCC4CCCO4)n3)ccc21 (configuration not stated)
[52] Cc1ccc(NC(=O)NC2CCCCC2)cc1Cl
[53] CC(=O)NC1(c2cccc(F)c2)CCN(C(=O)Nc2ccc(C#N)cc2)CC1
[54] CCCCCOC(=O)C1=C(C)N(C)C(=O)NC1c1cc(Br)c(O)c(OC)c1 (configuration not stated)
[55] COC(=O)c1c(NC(C)=O)sc(Cc2ccccc2)c1C
assay / compound	51	52	53	54	55
NFkB transloc pot	7	4	1	-8	9
NFkB transloc pot cell count 2 µM	81	149	169	156	102
IL1B NFkB inh	-7	-4	-1	8	-9
IL1B NFkB inh cell count 2 µM	81	149	169	156	102
Bcl-B TR3 displacers	6%	-5%	6%	0%	-7%
MRP resist rev	-8	-5	3	17	.
MRP resist rev cytotoxicity	90	74	96	112	.
MRP resist rev with doxorubicin	97	79	93	96	.
PLAP inhibition	.	10%	-13%	-17%	-25%

[56] Cc1cc(C(F)(F)F)nc(SCC(=O)Nc2cc(C)on2)n1
[57] Cc1ccccc1NC(=O)c1cnc(Nc2nc3ccccc3s2)nc1C
[58] COc1cccc(NS(=O)(=O)c2ccc(OC)c(OC)c2)c1
[59] CN1C2C=C3C(C#N)=C(N)C(C#N)(C#N)[C@H](c4c(F)cccc4F)[C@H]3C1CC2 (some centres not stated)
[60] O=C1CSC(c2ccccc2F)N1c1cc(Cl)ccc1O (configuration not stated)
[61] C=CCn1c(SCC(=O)Nc2sc(C)c(C)c2C(=O)OCC)nnc1-c1sc(N)nc1C
assay / compound	56	57	58	59	60	61
NFkB transloc pot	-3	11	.	1	4	-2
NFkB transloc pot cell count 2 µM	113	175	.	152	192	178
IL1B NFkB inh	4	-11	.	-1	-4	2
IL1B NFkB inh cell count 2 µM	113	175	.	152	192	178
Bcl-B TR3 displacers	-8%	5%	16%	-5%	0%	2%
MRP resist rev	.	.	5	-7	0	10
MRP resist rev cytotoxicity	.	.	100	18	89	47
MRP resist rev with doxorubicin	.	.	96	25	90	37
PLAP inhibition	18%	10%	-28%	-20%	-22%	6%

Screens from PubChem BioAssay.
